# Rab7 wt GTP bind = alters GTP binding to wildtype dog Rab7 | GST-Rab7 beads, fluorescent GTP binding, flow cytometry; actives lie on both sides; untreated = 100%, excess cold GTP = 0% | GTP binding activity (percent of control), % at 10 µM | hit rate 0.055% among 190,000;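 active = fluorescent GTP binding to Rab7 beads changed by at least 20 points from the 100% baseline, either direction, mostly lower; inconclusive = compound itself probably fluorescent, or too few beads counted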;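 also: median green fluorescence of bound Bodipy-FL-GTP per Rab7 bead population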
# ABCG2 inh = blocks JC-1 efflux by human ABCG2 transporter | inhibition, % at 6.6 µM | IgMXP3 cells, flow cytometry | Q9UNQ0 | AID 1325 | hit rate 0.1% among 190,000;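 active = inhibition above 80%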;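 also: 0% = DMSO and 100% = nicardipine control wells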
#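 Test system: IgMXP3 (ABCG2) plus far-red-tagged CCRF-Adr (ABCB1) cells / Amount: 3 million cells/mL in well / Reagent: JC-1 transporter substrate / Timing: 10 min compound exposure, 25 °C / Signal: flow cytometry, 530 nm JC-1 signal / Read-out: percent efflux inhibition, scaled nicardipine 100% to DMSO 0% / Benchmarks: nicardipine as high control, DMSO as low control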
# Rac1 act GTP bind = alters GTP binding to activated mutant human Rac1; hit rate 0.11% among 190,000; percent activity (GTP binding), % at 10 µM; GST-Rac1 activated beads, fluorescent GTP binding, flow cytometry; actives lie on both sides; 100% means binding = to untreated wells;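 active = GTP binding at least 20 percentage points away from the 100% baseline, in either direction, so actives lie on both sides; inconclusive = Compound likely fluorescent itself, or too few beads counted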
# Pf gametocyte = kills late stage P. falciparum gametocytes; P. falciparum stage V gametocytes, ATP luminescence, 24 h; inhibition, % at 10.9 µM; hit rate 0.065% among 150,000;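 active = inhibition above the mean plus 3 SD of compounds within the control limits, set per campaign, cut at about 38% in these data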;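 also: 0% = DMSO wells and 100% = medium only without gametocytes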
# Avidin bead fluor = compound fluoresces at 488/530 nm on avidin beads | compound fluorescence 488/530 nm, flow cytometry; hits give high values | fluorescence (KMESF) at 10 µM | hit rate 0.38% among 220,000; in the data active = fluorescence above about 47; also: inactives centre near 10
# Cdc42 wt = modulators (inhibitors or activators) of GTP binding to human Cdc42 wildtype; P60953; GST-Cdc42 beads, Bodipy-GTP binding, flow cytometry; actives lie on both sides; percent activity (GTP binding), % at 10 µM; hit rate 0.2% among 190,000;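 active = percent activity GTP binding at least 20 points away from the 100% baseline, either down as inhibitor or up as activator; inconclusive = compound flagged as likely green fluorescent from well-wide comparison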;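 also: median bead fluorescence of bound Bodipy-FL-GTP at 100 nM; 0% = excess unlabeled GTP control and 100% = no compound control; below 100% means less GTP binding so inhibitor and above means activator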
# ABCB1 inh = human ABCB1 inhibition, ABCG2 as counter-screen; hit rate 0.067% among 190,000; inhibition, % at 6.6 µM; AID 1326; CCRF-Adr cells, JC-1 efflux, flow cytometry; in the data active = inhibition above about 40%;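 also: 0% = vehicle and 100% = reference inhibitor; higher value means more JC-1 retained so stronger ABCB1 efflux block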
# Target sequence (P08183 whole entry, looked up): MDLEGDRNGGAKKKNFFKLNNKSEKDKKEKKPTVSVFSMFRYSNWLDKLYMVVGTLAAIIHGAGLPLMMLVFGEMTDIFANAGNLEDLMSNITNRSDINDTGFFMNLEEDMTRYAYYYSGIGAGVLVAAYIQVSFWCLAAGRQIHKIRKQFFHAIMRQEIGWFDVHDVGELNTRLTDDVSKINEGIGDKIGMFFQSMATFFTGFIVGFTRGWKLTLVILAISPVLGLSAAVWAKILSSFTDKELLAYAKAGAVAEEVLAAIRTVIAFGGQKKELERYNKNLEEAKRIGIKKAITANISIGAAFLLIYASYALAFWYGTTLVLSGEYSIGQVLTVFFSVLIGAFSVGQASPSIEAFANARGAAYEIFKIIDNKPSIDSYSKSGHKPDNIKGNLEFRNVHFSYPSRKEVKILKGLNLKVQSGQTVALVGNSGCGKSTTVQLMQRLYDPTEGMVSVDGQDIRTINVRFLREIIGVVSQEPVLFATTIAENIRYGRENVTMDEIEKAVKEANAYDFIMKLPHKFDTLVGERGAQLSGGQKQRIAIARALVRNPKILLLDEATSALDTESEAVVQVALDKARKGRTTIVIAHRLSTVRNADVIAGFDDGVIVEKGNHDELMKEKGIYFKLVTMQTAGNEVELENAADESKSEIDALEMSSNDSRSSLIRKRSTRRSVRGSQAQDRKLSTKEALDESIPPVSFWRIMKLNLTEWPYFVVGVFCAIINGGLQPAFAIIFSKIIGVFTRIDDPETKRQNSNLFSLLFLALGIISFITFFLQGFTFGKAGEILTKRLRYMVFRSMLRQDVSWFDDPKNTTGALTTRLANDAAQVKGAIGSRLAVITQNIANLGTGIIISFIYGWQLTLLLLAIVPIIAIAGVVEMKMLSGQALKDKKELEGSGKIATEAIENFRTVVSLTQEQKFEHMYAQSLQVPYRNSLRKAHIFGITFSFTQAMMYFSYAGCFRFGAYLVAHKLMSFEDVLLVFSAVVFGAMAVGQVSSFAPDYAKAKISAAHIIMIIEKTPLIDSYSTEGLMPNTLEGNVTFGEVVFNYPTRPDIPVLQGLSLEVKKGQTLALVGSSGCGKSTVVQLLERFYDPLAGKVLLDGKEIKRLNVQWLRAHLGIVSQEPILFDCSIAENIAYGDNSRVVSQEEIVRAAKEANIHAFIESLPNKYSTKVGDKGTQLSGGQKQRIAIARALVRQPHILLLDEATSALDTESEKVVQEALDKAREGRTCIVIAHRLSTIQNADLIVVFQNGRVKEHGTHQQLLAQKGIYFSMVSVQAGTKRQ
# Rac1 wt modul = alters GTP binding to wildtype human Rac1; P63000; GST-Rac1 beads, fluorescent GTP binding, flow cytometry; actives lie on both sides; 0 = cold GTP competed, 100 = untreated; GTP binding activity (% of control), % at 10 µM; hit rate 0.27% among 190,000;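 active = GTP binding activity at least 20 points away from the 100% control level, either lower or higher; inconclusive = compound flagged as likely green fluorescent, judged across all proteins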
# HRas wt GTP bind = modulators of GTP binding to human HRas wildtype. hit rate 0.14% among 190,000. GST-Ras wt beads, Bodipy-FL-GTP binding, flow cytometry; actives lie on both sides. AID 759. GTP binding activity, % at 10 µM;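 active = GTP binding activity at least 20% away from the 100% baseline, either lowered as inhibitor or raised as activator; inconclusive = flagged as likely green fluorescent, judged across all proteins in the well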;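 also: 0% = unlabeled GTP competition control and 100% = no-compound control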
# Rab2 wt GTP = changes GTP binding to wildtype dog Rab2A, up or down | P61105 | GST-Rab2 wt beads, Bodipy-GTP binding, flow cytometry | GTP binding activity, % at 10 µM | hit rate 0.19% among 190,000;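 active = GTP binding activity at least 20 points away from 100%, either lowered or raised; inconclusive = signal likely due to the compound's own green fluorescence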;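 also: 0% = beads with excess unlabeled GTP and 100% = no-compound control corrected for plate trend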
# GSH fluor = compound fluoresces at 488/530 nm on GSH beads; GSH beads flow cytometry, compound fluorescence 488/530 nm; hits give high values; fluorescence (KMESF) at 10 µM; hit rate 0.25% among 190,000; AID 1776; in the data active = fluorescence above about 89;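 also: glutathione beads carrying GST-tagged Bcl family fusion proteins plus one bare bead set; values are compound well signal with DMSO vehicle wells as background; inactives centre near 16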
# Numbers without * were called inactive; ? = inconclusive; nt = no result given.
compound	Rab7 wt GTP bind	ABCG2 inh	Rac1 act GTP bind	Pf gametocyte	Avidin bead fluor	Cdc42 wt	ABCB1 inh	Rac1 wt modul	HRas wt GTP bind	Rab2 wt GTP	GSH fluor
O=C(O)/C=C/c1ccc(O)c(O)c1	96	5	101	nt	10	107	-0.6	108	103	104	20
NC(=O)COC(=O)c1cc(S(=O)(=O)N2CCOCC2)ccc1N1CCCCC1	104	0	103	6	19	110	0.2	109	107	101	10
O=C(CN1C2=NCCCN2c2ccccc21)c1ccc(Cl)cc1Cl	101	0	102	nt	9	103	0.1	100	102	101	20
CN(NC(=O)c1ccccc1F)c1nc(C(F)(F)F)nc2ccccc12	96	7	93	-12	9	94	0.8	92	92	95	14
COc1ccc(C(=O)O)cc1N1C(=O)Nc2ccccc2N1O	92	1	98	4	11	99	0.1	96	96	96	9
CCOC(=O)N1CCC(N2CCN(S(=O)(=O)c3ccc4ccccc4c3)CC2)CC1	99	1	96	nt	11	100	0.7	100	99	100	54
Cc1nn2c(=O)c(NC(=O)c3ccc(F)cc3)cnc2s1	98	36	103	11	20	105	1.1	108	102	101	26
COC(=O)N1CCN(c2ccc(OC)cc2)CC1	99	1	100	nt	6	101	0.5	102	98	101	23
CCC(CC)c1nc2ccccc2c(=O)[nH]1	94	0	98	6	6	94	0.7	101	96	96	11
O=C(Nc1ccccn1)c1cccs1	101	1	100	nt	38	104	0.3	105	103	103	12
COc1ccc(S(=O)(=O)n2ccc(-c3cnc(-c4ccccc4)s3)n2)cc1	103	0	101	-7	11	105	0.0	109	104	103	36
CC(=O)Nc1cccc(NC(=O)c2ccc(C(=O)Nc3cccc(NC(C)=O)c3)nc2)c1	102	3	96	nt	10	96	0.4	98	97	96	11
O=C(Nc1ccc(Cl)c(Cl)c1)Nc1ccc(Br)cc1F	101	-4	101	nt	6	97	-0.3	101	100	100	8
CNC(=O)CSc1nnnn1-c1cc(C)ccc1C	93	0	96	nt	22	95	0.0	99	99	96	17
O=C1NC2(CCCCC2)N=C1c1ccc(F)cc1	102	2	101	-25	13	104	0.6	103	103	102	12
CCCCNc1nc(-c2ccccc2)c(C(=O)OCC)cc1C#N	97	5	100	-27	21	100	0.6	101	98	98	15
O=C(NCC1CCCO1)C1CC(=O)N(c2ccc(F)c(Cl)c2)C1 (stereo not given)	96	1	99	nt	6	102	0.2	104	99	101	21
CN(C)c1cc(N/N=C/c2ccc(Cl)cc2)nc(N(C)C)n1	95	2	96	nt	21	98	0.6	96	96	97	9
Cc1noc(C)c1S(=O)(=O)Nc1ccc(C(=O)NCc2ccccc2)cc1	99	5	99	nt	11	99	0.1	106	100	101	27
CC(=O)NS(=O)(=O)c1cccnc1Nc1ccc(Cl)c(Cl)c1	97	-1	97	-14	7	98	-0.2	99	96	96	56
Cc1ccc(-c2nn(C)c(=O)c3ccccc23)cc1S(=O)(=O)NCCO	100	4	97	7	25	100	0.7	102	99	99	25
N#Cc1ccc(C(=O)Nc2nc(SCc3ccc(Cl)cc3)n[nH]2)cc1	95	15	91	2	11	100	1.2	92	95	95	19
CN(C)CCNc1nc(-c2ccccc2)c2c(c1C#N)CC(C)(C)OC2	101	0	96	nt	19	100	0.3	99	100	101	10
COC(=O)Cn1ncc2c3ccccc3n(Cc3ccccc3)c2c1=O	97	4	96	7	8	98	1.4	96	98	97	41
Cc1cccc(OCC(=O)N2CCN(C(=O)CCC3CCCC3)CC2)c1	102	1	99	nt	29	101	0.8	102	102	99	18
COC(=O)C1C(=O)C2=C(CC1C)NC(C)=C(C(=O)OC1CCCC1)C2c1ccc(N(C)C)cc1 (stereo not given)	100	-1	99	-6	28	100	-0.1	104	99	100	22
N/C(=N\OC(=O)CC1CCCCC1)c1ccncc1	92	3	95	-7	10	98	0.6	96	93	96	10
CC(C)c1ccc(/C=C/C(=O)Nc2nn[nH]n2)cc1	104	-1	92	nt	8	91	-1.1	95	97	99	20
Cc1cccc(Nc2c3c(nc4ncnn24)CCC3)c1	100	1	96	-18	10	96	0.4	98	97	98	11
Cn1cccc1Cc1nnc(SCC(=O)Nc2ccccc2)n1-c1ccc(F)cc1	102	8	98	nt	23	100	1.8	103	99	99	14
Cc1ccccc1CNC(=O)c1ccccc1C(=O)O	99	-1	97	-9	23	98	-0.2	106	99	97	19
CCC(O)(CC)C(=O)NN(C(=O)Nc1csc2c1CCCC2)c1ccccc1	93	-2	99	-10	5	100	0.0	98	98	97	24
COc1ccc(C(=O)NCc2ccc3c(c2)OCO3)cc1S(=O)(=O)N(C)Cc1ccccc1	102	11	99	7	10	103	1.2	105	101	102	10
COCCCn1c(SCC(=O)Nc2ccccc2)nnc1-c1ccncc1	95	13	99	nt	7	102	0.8	101	99	99	66
Cc1ccc(C(=O)NC(=S)Nc2cc(-c3nc4ccccc4s3)ccc2C)cc1	97	12	92	nt	14	97	-0.1	95	98	97	13
CCc1ccc2nc(N3C(=O)c4oc5ccccc5c(=O)c4C3c3ccc(OC)c(OC)c3)sc2c1 (stereo not given)	104	-4	98	nt	10	98	-0.6	100	96	98	16
COc1ccc(CC(=O)Nc2ccc(S(=O)(=O)Nc3cc(C)on3)cc2)cc1	102	0	97	nt	22	104	0.1	100	104	103	11
CC(C(=O)Nc1cc([N+](=O)[O-])ccc1Cl)N1CCN(c2ccc(O)cc2)CC1 (stereo not given)	98	30	97	-43	3	100	4.0	102	98	99	10
Cc1nnc(SCC(=O)NC2CCCCC2)n1C1CCCCC1	99	0	100	nt	4	99	0.2	103	97	95	7
CC1(C)C(c2ccc(Cl)cc2)=[N+]([O-])C2(CCCC/C2=N\O)N1O (stereo not given)	98	-16	97	-7	26	97	-0.9	101	98	99	21
Cc1ccc(CSc2nnc(-c3ccc4c(c3)OCO4)o2)cc1	95	1	96	-19	13	96	0.5	96	97	95	20
Cc1ccc(NC(=O)CCCCCC2NC(=O)NC2C)cc1 (stereo not given)	93	1	97	nt	19	98	0.2	99	98	99	18
COc1cc(C(=O)O)ccc1OC(C)=O	100	-6	99	nt	10	101	-3.8	104	100	102	11
CCCCn1c(SCC(=O)c2ccccc2)nc2ccsc2c1=O	98	18	97	4	6	99	1.8	100	98	95	8
Cn1/c(=N/N=C/c2ccc(Cl)c([N+](=O)[O-])c2)sc2ccccc21	102	4	100	nt	10	98	0.3	105	101	98	11
Cc1cc(N2CC(C(=O)O)CC2=O)ccc1Br (stereo not given)	?	8	?	7	11	?	0.8	?	?	?	13
Brc1ccc(-c2noc(COc3ccc4ccccc4c3)n2)o1	96	0	94	nt	6	92	0.4	98	95	93	25
COc1nc(-c2ccccc2)cc(-c2ccc(OC)c(OC)c2)n1	99	2	97	nt	36	99	0.9	97	97	97	19
Fc1ccc(C(CNC(=S)NC2CCCCC2)N2CCOCC2)cc1 (stereo not given)	102	-1	95	-10	9	96	-0.5	97	96	98	13
CC(C)(C)NC(=O)NC(=O)CN1CCN(c2ccccc2)CC1	96	1	98	0	7	97	0.4	100	98	98	16

# (cont.)
compound	Rab7 wt GTP bind	ABCG2 inh	Rac1 act GTP bind	Pf gametocyte	Avidin bead fluor	Cdc42 wt	ABCB1 inh	Rac1 wt modul	HRas wt GTP bind	Rab2 wt GTP	GSH fluor
CCOC(=O)c1ccc(NC(=S)NN2CCOCC2)cc1	96	7	97	7	12	98	nt	102	101	100	9
O=C(COC(=O)CN1C(=O)C2CCCCC2C1=O)NC1CCS(=O)(=O)C1 (stereo not given)	98	3	102	-9	13	100	2.1	101	101	101	10
CCCCNCCOCCOc1ccc(F)cc1	101	1	97	nt	25	99	0.4	100	101	104	11
Cc1cc(C(F)F)n2nc(C(=O)NCc3ccccc3F)nc2n1	106	1	100	13	8	105	0.4	105	104	103	20
CC(=O)Cn1c(CN2CC(C)CC(C)C2)nc2c1c(=O)n(C)c(=O)n2C (stereo not given)	95	1	96	nt	2	98	0.6	98	97	98	4
CC(C)c1ccc(NC(=S)NN2C(C)CCCC2C)cc1 (stereo not given)	95	-2	95	3	21	99	-0.5	97	94	96	12
CCOC(=O)CNC(=O)CSc1nc(N(C)C)nc(N2CCOCC2)n1	100	4	100	1	15	103	-0.2	107	102	100	25
CC(=O)c1cccc(NC(=O)NC(C)c2ccncc2)c1 (stereo not given)	99	2	93	1	28	100	0.4	97	98	99	28
CN1C(=O)C(N=Nc2ccccc2C(=O)O)N(C)C1=S (stereo not given)	96	2	84	-7	9	84	0.6	88	88	85	19
O=C(Cn1nnc2ccccc2c1=O)Nc1cc(C(F)(F)F)ccc1N1CCOCC1	103	25	97	-3	33	102	2.9	107	101	101	18
Cc1cc(OC(F)F)ccc1NC(=O)Nc1ccc([N+](=O)[O-])cc1	100	7	100	-9	11	97	0.5	101	101	99	11
O=C(Cc1ccccc1)Nc1ccc2oc(-c3ccncc3)nc2c1	100	28	101	-5	29	106	0.2	107	102	100	23
Cn1c(=O)c([N+](=O)[O-])c(NCC(O)c2ccccc2)c2ccccc21 (stereo not given)	98	6	99	nt	13	98	1.4	98	94	93	7
O=C(Cc1cccc2ccccc12)Nc1ccccc1C(=O)O	98	-1	97	-18	13	96	0.2	98	96	97	34
CCN1CCC(NC(=O)Nc2ccc(F)cc2)CC1	107	3	95	-1	5	94	0.2	97	97	98	12
COc1ccc(-c2noc(CCC(=O)NCCCN3CCN(c4ccccc4F)CC3)n2)cc1	109	13	95	11	9	101	4.5	102	101	101	20
COc1cc(NC(=O)COc2ccc(Cl)cc2)ccc1-c1cc2ccccc2oc1=O	99	8	100	-3	14	100	nt	103	101	100	10
CC1(C)CC(=O)C(C=NC2CC(C)(C)NC(C)(C)C2)=C(O)C1	105	2	95	nt	12	98	0.4	101	101	101	9
c1ccc(-c2cn3c(n2)CCC3)cc1	98	2	95	6	11	97	0.4	94	98	96	29
CCC(=O)Nc1sc2c(c1C#N)CCCCC2	98	5	99	nt	35	101	0.8	104	99	97	49
O=C(Nc1ccncc1)c1cc(F)cc(F)c1	105	0	103	nt	10	108	-0.2	106	108	108	21

# Source: PubChem BioAssay (several laboratories)
